HEK293 NOD2/NF-kB: NOD2 signaling inhibitors, cell-based, luminescence, uHTS, HEK293 (AID 1566). one-dose inhibition, % at 4 µM; EC50 in µM for titrated hits. 290,000 tested, 0.63% active. HEK293 NOD2/NF-kB luciferase reporter, luminescence; higher % means a stronger effect; further: many of its hits are not listed in these tables
XIAP displacement: XIAP antagonists, biochemical, IAP family, fluorescence polarization (AID 1018) | XIAP BIR domain, fluorescence polarization peptide displacement; higher % means a stronger effect | 200,000 tested, 0.007% active | displacement, % at 20 µM; hits with a dose series show IC50 in µM; in the data active means displacement above about 50%; further: a part of the inactive calls stands beside numbers as strong as those of hits
human PMI inhibitors: MPI inhibition at elevated mannose 6-phosphate – biochemical, fluorescence intensity, high mannose 6-phosphate, primary screen (AID 1220) | recombinant PMI enzyme, coupled fluorescence intensity; higher % means a stronger effect | inhibition, % at 20 µM; hits with a dose series show IC50 in µM | 190,000 tested, 0.66% active
KOR beta-arrestin-1: kappa opioid receptor blockers – cell-based, luminescence, uHTS (AID 1778). 290,000 tested, 0.091% active. KOR beta-arrestin recruitment, luminescence, antagonist mode; higher % means a stronger effect. one-dose inhibition, % at 10 µM; IC50 in µM for titrated hits; further: strong numbers were not always called active
TNAP activators: stimulation of alkaline phosphatase TNAP activity – biochemical, luminescent, no phosphate acceptor, uHTS, primary screen (AID 1001). purified TNAP, luminescent activation assay, no phosphate acceptor; higher activation fold means a stronger effect. activation fold at 20 µM; hits with a dose series show EC50 in µM. 200,000 tested, 0.03% active; in the data active means activation fold from about 3, or a potency from the dose series; inactive means the rest, 99 in 100 with activation fold below about 1.6; further: many of its hits are not listed in these tables
KOR beta-arrestin-2: KOR agonists, beta-arrestin recruitment, primary screen, cell-based, luminescence, uHTS (AID 1777). KOR beta-arrestin recruitment, luminescence; higher % means a stronger effect. activation, % at 10 µM; hits with a dose series show EC50 in µM. 280,000 tested, 0.02% active; in the data active means activation above about 50%, passing the limit was not always enough; further: a part of the inactive calls stands beside numbers as strong as those of hits
PMI inhibitors: inhibitors of human PMI, primary screen, biochemical, fluorescence intensity, coupled assay (AID 1209); purified PMI enzyme, coupled fluorescence intensity; higher % means a stronger effect; inhibition, % at 20 µM, or IC50 in µM where a hit was titrated; 190,000 tested, 0.42% active;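 further: plate controls were DMSO vehicle for no effect and wells lacking substrate for full effect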
NOD1 inhibition: inhibition of NOD1-driven NF-kB reporter – cell-based, luminescence, uHTS, primary screen (AID 1578); 290,000 tested, 1% active; NOD1-driven NF-kB luciferase reporter cells, luminescence; higher % means a stronger effect; one-dose inhibition, % at 4 µM; EC50 in µM for titrated hits; in the data active means inhibition mostly above about 36%, no sharp cut-off; inactive means mostly below about 34%;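 further: HEK-293T reporter cells stimulated with the NOD1 agonist gamma-tri-DAP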
LYP phosphatase: inhibitors of LYP phosphatase, biochemical, fluorescence intensity, uHTS (AID 1779). recombinant LYP phosphatase, fluorescence intensity; higher % means a stronger effect. inhibition, % at 11.5 µM; hits with a dose series show IC50 in µM. 290,000 tested, 0.054% active;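 further: plate controls were vehicle with enzyme for no effect and no enzyme for full effect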
Active calls of the source: *; x = no result given; [ ] = dose if it differs, or a comment. Unless noted, no stated cut-off is given here; in the data, active means inhibition above about 50%; inactive means the rest.

SMILES | HEK293 NOD2/NF-kB | XIAP displacement | human PMI inhibitors | KOR beta-arrestin-1 | TNAP activators | KOR beta-arrestin-2 | PMI inhibitors | NOD1 inhibition | LYP phosphatase
O=C1/C(=C\c2ccccc2Cl)SC(=S)N1CCC(=O)N1CCCc2ccccc21 | 2.6% | -5.2% | 5.8% | 6.5% | 1 | 7.1% | 14.4% | 14.0% | 2.7%
CC(C)CCNC(=O)C(c1ccco1)N(Cc1ccccc1)C(=O)c1snc(C(N)=O)c1N (stereo not given) | 8.9% | 1.3% | 1.1% | 20.3% | 1.1 | 3.7% | 5.0% | 4.4% | -7.8%
Cc1c(C=O)c2ccccc2n1CC(=O)N1CCc2ccccc2C1 | 13.3% | -4.3% | 5.6% | -6.8% | 1 | 5.3% | 13.1% | -17.7% | -3.4%
Cc1ccccc1C(=O)NNC(=O)C1CCCN(c2ncccn2)C1 (stereo not given) | 8.5% | -1.6% | -5.1% | 7.3% | 1.1 | 1.4% | -5.3% | -2.5% | -4.5%
O=[N+]([O-])c1cc(Cl)ccc1Nc1ccccc1 | 2.6% | x | x | -12.0% | x | -7.3% | x | -18.8% | -7.1%
Cc1nnc(N2C(=O)c3oc4ccccc4c(=O)c3C2c2ccco2)s1 (stereo not given) | -4.8% | -4.2% | -57.4% | 12.4% | 1.1 | -2.6% | -27.6% | -21.3% | 4.0%
O=C(Cn1nnc(-c2ccccc2)n1)NNC(=O)c1cccc([N+](=O)[O-])c1 | 2.3% | x | x | -13.3% | x | -4.2% | x | 12.2% | -7.1%
Cn1c(SCC(N)=O)nnc1C1CCN(S(=O)(=O)c2ccccc2C(F)(F)F)CC1 | 16.2% | -4.4% | -1.1% | 1.9% | 1.1 | -0.7% | 3.0% | -2.3% | -4.2%
Cc1cc(C(=O)O)ccc1-n1c(C)cc(C=C2C(=O)c3ccccc3C2=O)c1C | -0.3% | -3.0% | 28.9% | -2.0% | 0.8 | -1.3% | -1.1% | -37.4% | 7.7%
Cc1cc(C)c2nc(N3CCC(C(=O)NCCCN4CCCCC4)CC3)sc2c1 | 2.0% | -2.9% | 5.5% | 0.7% | 1.1 | -0.6% | 5.2% | -14.7% | -5.7%
C/C=C/c1ccc(OCCCCn2cncn2)c(OC)c1 | -14.5% | -3.1% | -12.0% | -4.2% | 1.1 | 2.8% | 1.3% | -12.1% | -4.6%
O=[N+]1C2=C(CCCC2)N([O-])C12CCCC2 | 10.2% | -16.1% | 23.0% | -48.4% | 1.1 | -1.8% | 13.7% | 8.2% | -4.5%
c1ccc(CSc2nnc3ccc(-c4ccco4)nn23)nc1 | -3.1% | 2.2% | -9.4% | -3.0% | 1.1 | -3.3% | -14.0% | -40.5% | -3.2%
Cc1nn(Cc2c(F)c(F)c(F)c(F)c2F)c(C)c1NC(=O)c1nn(C)cc1Br | 20.2% | x | x | -3.8% | x | 3.9% | x | -16.6% | 0.0%
N#CC1=C(N)Oc2ccc3ccc(O)cc3c2C1c1ccsc1 (stereo not given) | 26.7% | -3.2% | 37.9% | -0.8% | 1.1 | -0.2% | 26.5% | -29.6% | -2.7%
COc1ccc(C(=O)N[C@H](C(=O)Nc2nc3ccccc3[nH]2)C(C)C)cc1 | -82.3% | -3.7% | 5.7% | -90.6% | 1.3 | 1.3% | 4.9% | -56.9% | -2.3%
COC(=O)C1=C(NC(=O)C(C)(C)C)CCS1 | -4.1% | -4.7% | -24.4% | 12.3% | 1 | 1.2% | -58.3% | -44.9% | 4.5%
CCCCn1nc2cc(C(=O)NCC34CC5CC(CC(C5)C3)C4)ccc2c1OCC | 30.1% | -2.6% | 3.8% | 13.2% | 1 | -3.8% | 6.1% | -9.4% | -3.2%
CCC(Sc1nnc(C)c(=O)[nH]1)C(=O)Nc1cccc2ccccc12 (stereo not given) | 21.0% | x | x | -43.1% | x | 0.0% | x | -15.1% | -6.9%
CC(C)n1c(SCC(N)=O)nc2c1c(=O)n(C)c(=O)n2C | 5.1% | -6.5% | 12.6% | -10.4% | 1.1 | 3.1% | 6.9% | 3.5% | -7.0%
Cc1ccc(C(=O)C(OC(=O)CNS(=O)(=O)c2ccccc2)c2ccccc2)cc1 (stereo not given) | -3.5% | -7.3% | 20.9% | -29.4% | 1 | 7.4% | 20.7% | -2.2% | 3.5%
COc1ccc(/C=N/Nc2nc(-c3ccc(C)cc3)c(NC(C)=O)s2)cc1 | 5.6% | x | x | 39.2% | x | -1.4% | x | 2.7% | 0.9%
Cc1cccc(NC(=O)CSc2nc3ccccc3nc2N2CC(C)OC(C)C2)c1 (stereo not given) | 27.8% | x | x | -16.8%[20 µM] | x | -9.5% | x | 13.7% | -2.1%
O=C(CSC1CC(=O)N(CCc2ccccc2)C1=O)Nc1ccc(Cl)cc1 (stereo not given) | -18.2% | -2.9% | 8.5% | -0.3% | 1.2 | 13.9% | 17.2% | -29.6% | 0.1%

Record cards (already shown):
CCC(Sc1nnc(C)c(=O)[nH]1)C(=O)Nc1cccc2ccccc12 (stereo not given) across the screens: HEK293 NOD2/NF-kB = 21.0%; XIAP displacement = x; human PMI inhibitors = x; KOR beta-arrestin-1 = -43.1%; TNAP activators = x; KOR beta-arrestin-2 = 0.0%; PMI inhibitors = x; NOD1 inhibition = -15.1%; LYP phosphatase = -6.9%
Cc1nn(Cc2c(F)c(F)c(F)c(F)c2F)c(C)c1NC(=O)c1nn(C)cc1Br across the screens: HEK293 NOD2/NF-kB = 20.2%; XIAP displacement = x; human PMI inhibitors = x; KOR beta-arrestin-1 = -3.8%; TNAP activators = x; KOR beta-arrestin-2 = 3.9%; PMI inhibitors = x; NOD1 inhibition = -16.6%; LYP phosphatase = 0.0%

Continued.
SMILES | HEK293 NOD2/NF-kB | XIAP displacement | human PMI inhibitors | KOR beta-arrestin-1 | TNAP activators | KOR beta-arrestin-2 | PMI inhibitors | NOD1 inhibition | LYP phosphatase
COc1cccc(C2CC(c3cccc(Br)c3)n3ncnc3N2)c1 (stereo not given) | 7.3% | -6.6% | 9.3% | 24.5% | 1 | -5.6% | 10.6% | 1.5% | -5.3%
CC(C)=CC(=O)OCC(=O)Nc1ccccc1Cl | -0.6% | -6.8% | 3.6% | 21.8% | 1.1 | -6.5% | -1.3% | 6.0% | -2.3%
O=C(O)CNS(=O)(=O)c1ccc(F)cc1 | 17.1% | -0.6% | 7.9% | 45.4% | 1.1 | -2.3% | 14.3% | -4.0% | -3.6%
CN1CCN(C(=O)c2ccc3c(c2)NC(=O)C(C)(C)O3)CC1 | 8.8% | -1.9% | 0.3% | -4.2% | 1.1 | 0.5% | 2.8% | -18.6% | -6.5%
Cc1ccc(NC(=O)NC(=O)COc2ccc(Cl)cc2Cl)c(C)c1 | 1.9% | -8.5% | 5.1% | -9.1% | 1 | -3.9% | 11.3% | -27.3% | -10.4%
Cc1cnc(NC(=O)CCN2C(=O)C3CCCCC3C2=O)s1 (stereo not given) | 5.2% | -10.4% | -2.0% | -23.2% | 1 | 10.3% | -5.4% | 17.5% | -5.4%
Cn1c(=S)n(CCC(=O)O)c2ccccc21 | 28.3% | -0.6% | x | -19.6%[20 µM] | 1 | x | x | -10.2% | -7.9%
O=C(CCc1c[nH]c2ccccc12)N1CCCCCCC1 | -7.7% | x | x | 21.9% | x | -3.5% | x | -20.0% | -3.6%
CCn1cc(C(=O)NCCCOC(C)C)c2cc(OC)c(OC)cc2c1=O | -13.5% | -1.5% | 6.5% | -29.2% | 1 | -1.2% | 14.0% | 4.6% | -0.4%
COc1ccccc1C1CC(c2ccccc2)=NN1C(=O)c1ccccc1 (stereo not given) | -14.4% | x | x | -15.6% | x | -0.9% | x | -13.1% | 5.1%
O=c1oc2c(Cl)cc(Cl)cc2cc1-c1nnc(Nc2ccccc2F)s1 | 19.1% | -4.5% | -7.8% | 4.7% | 1.1 | -0.8% | -16.9% | -0.2% | -6.0%
Cc1ccc(O)c(C(=O)c2cnn(-c3ccccc3)c2)c1 | -24.6% | -5.1% | 12.6% | -45.6% | 1.1 | -4.6% | 19.9% | 31.9% | -4.6%

Reprinted from the part before: 2 compounds, followed by the next part.
SMILES | HEK293 NOD2/NF-kB | XIAP displacement | human PMI inhibitors | KOR beta-arrestin-1 | TNAP activators | KOR beta-arrestin-2 | PMI inhibitors | NOD1 inhibition | LYP phosphatase
O=c1oc2c(Cl)cc(Cl)cc2cc1-c1nnc(Nc2ccccc2F)s1 | 19.1% | -4.5% | -7.8% | 4.7% | 1.1 | -0.8% | -16.9% | -0.2% | -6.0%
Cc1ccc(O)c(C(=O)c2cnn(-c3ccccc3)c2)c1 | -24.6% | -5.1% | 12.6% | -45.6% | 1.1 | -4.6% | 19.9% | 31.9% | -4.6%
CSc1nc(C)c2c(c1C#N)CCCC2 | -1.1% | -3.2% | 2.7% | -15.7% | 1.1 | -0.2% | 11.0% | 19.9% | -4.9%
CCOc1ccc(-n2c(C)nc(O)c2N=Nc2ccccc2)cc1 | 1.3% | 1.3% | 15.5% | 9.8% | 1 | 6.9% | 7.9% | -24.9% | -5.2%
O=C(Cn1cnc2c(cnn2-c2ccc(Cl)cc2)c1=O)NCC1CCCO1 (stereo not given) | 1.3% | -4.2% | -2.2% | 4.2% | 1.1 | -0.2% | -6.3% | -7.1% | -7.8%
CC(Oc1ccc(C(=O)NCCc2ccccc2)cc1)C(=O)O (stereo not given) | -2.7% | -2.3% | -10.3% | -49.2% | 1.1 | 1.3% | -12.1% | -7.4% | -2.6%
CCc1ccc(-n2c(=O)c3ccccc3n3c(=S)[nH]nc23)cc1 | 20.1% | x | x | 33.1% | x | -6.7% | x | -1.5% | -11.1%
O=C(C1CCN(c2nnc(-n3cccc3)s2)CC1)N1CCc2ccccc2C1 | -9.2% | -15.3% | -3.2% | 26.7% | 1.1 | -0.5% | -7.1% | -33.3% | -1.5%
Cc1nnn(C23CC4CC(CC(CC(=O)Nc5ccc(C)c(C)c5)(C4)C2)C3)n1 | 7.1% | -5.3% | 3.9% | -11.7% | 1.2 | 1.9% | 12.4% | -10.3% | -0.3%
COc1ccc(/C=C/C(=O)Nc2sc3c(c2C(=O)NCc2cccnc2)CCCC3)cc1 | 28.1% | -2.8% | 13.0% | -23.4% | 1.1 | 7.8% | 5.7% | 39.9% | 5.3%
CCOC(=O)CSc1nc2ccccc2c(=O)n1CCC(=O)NCCc1ccc(OC)c(OC)c1 | 10.0% | -1.7% | 9.8% | 7.4% | x | -4.7% | -10.8% | -11.5% | -3.9%
Cn1cc(CNC(=O)COc2ccc(Cl)cc2Cl)cn1 | 3.7% | -2.8% | 4.6% | -4.2% | 1.1 | -3.3% | 10.2% | 1.3% | -4.3%
O=C(NC(=S)N1CCN(Cc2ccc3c(c2)OCO3)CC1)c1ccc(Cl)cc1 | -12.9% | -57.4% | 11.4% | 15.4% | 1.1 | -2.2% | 21.6% | -3.6% | 0.9%
CCC(c1nnnn1C1CCCC1)N(Cc1cccs1)Cc1cc2cc(C)ccc2[nH]c1=O (stereo not given) | -30.4% | -1.2% | 15.3% | 0.3% | 1.1 | 3.2% | 21.8% | 22.4% | 2.0%
O=C(NCC1CCCCC1)c1ccccc1[N+](=O)[O-] | 5.6% | x | x | 12.8% | x | -2.1% | x | 3.6% | -1.6%

High-throughput results as filed in PubChem.

Only part of the results is shown; rates above refer to the full screens.
